Source: PubChem (National Center for Advancing Translational Sciences (NCATS))
HTT aggregate: inhibitors of mutant huntingtin aggregate formation in PC12 cells; PC12 HttQ103-GFP aggregates, Acumen cytometry, 40 h; Potency, µM (series often up to 46.1 µM), without a hit: top-dose activity change, negative = inhibition, usual class: inhibitors; actives 1.1% (n = 220,000); AID 1688; further: potency means the concentration at half of the fitted maximal effect; on the % scale 0 is the no-effect control and ±100 the full control effect; nearly all actives have a fitted effect of over 60% in size
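Using laser scanning cytometry, GFP-positive aggregates were counted after lysis of PC12 cells induced with 100 nM tebufenozide to express HTT exon 1 Q103–GFP. Compounds were tested in titration.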
CBFb-RUNX1 inh: CBF-beta/RUNX1 interaction disruption; 230,000 tested, under 10 active; AlphaScreen CBFb-His/RUNX1-biotin binding, biochemical; Potency, µM (top dose mostly 59.8 µM), for inactives: at the highest dose activity, negative = inhibition, most hits filed as inhibitors; Q01196+Q13951; further: % of control where 0% means no effect
Target sequence (Q01196 whole entry, looked up): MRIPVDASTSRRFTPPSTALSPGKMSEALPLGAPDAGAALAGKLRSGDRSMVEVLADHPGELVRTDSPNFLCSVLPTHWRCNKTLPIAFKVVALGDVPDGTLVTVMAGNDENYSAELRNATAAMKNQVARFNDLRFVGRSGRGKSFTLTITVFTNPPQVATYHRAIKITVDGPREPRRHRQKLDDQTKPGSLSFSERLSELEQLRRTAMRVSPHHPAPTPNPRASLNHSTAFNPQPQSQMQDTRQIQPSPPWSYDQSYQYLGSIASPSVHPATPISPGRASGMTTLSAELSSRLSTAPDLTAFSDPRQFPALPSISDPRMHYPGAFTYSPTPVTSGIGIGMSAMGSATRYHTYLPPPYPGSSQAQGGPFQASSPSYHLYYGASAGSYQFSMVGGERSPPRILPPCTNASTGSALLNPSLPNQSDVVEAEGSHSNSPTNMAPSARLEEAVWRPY
Target sequence (Q13951 whole entry, looked up): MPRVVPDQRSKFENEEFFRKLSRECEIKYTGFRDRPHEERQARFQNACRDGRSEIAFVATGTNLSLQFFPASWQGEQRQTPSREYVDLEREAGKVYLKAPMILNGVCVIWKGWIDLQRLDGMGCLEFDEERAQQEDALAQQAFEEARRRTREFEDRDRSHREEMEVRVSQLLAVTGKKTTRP
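Inhibition was taken as any reduction in AlphaScreen signal from the CBF-beta–RUNX1 pair (His and biotin tags, 30 nM each), measured after compound (15 min) and bead (90 min) incubations at room temperature.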
L3MBTL1 block: blocks human L3MBTL1; Q9Y468; AlphaScreen L3MBTL1–H3K9me1 peptide binding; Potency, µM (doses to about 57.1 µM), without a hit: at the top dose activity, negative = inhibition, hits mostly inhibitors; actives 0.66% (n = 230,000); AID 485360; further: potency means the concentration at half of the fitted maximal effect; on the % scale 0 is the no-effect control and ±100 the full control effect; nearly all actives have a fitted effect of over 60% in size
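L3MBTL1 (50 nM) pre-complexed 30 min with biotinylated H3(1-15)K9me1 peptide (75 nM), then compounds added for 30 min at room temperature; AlphaScreen streptavidin donor/nickel chelate acceptor beads (10 ug/mL final) read after 30 min dark incubation.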
Epigenetic reg: regulators of epigenetic silencing causing reporter derepression in mouse cells; murine LDR cells, GFP reporter derepression, 30 h; Potency, µM (series often up to 53.9 µM), inactives show at the top dose GFP activation, most hits filed as activators; actives 0.2% (n = 280,000); further: potency means the concentration at half of the fitted maximal effect; % of control where 0% means no effect; nearly all actives have a fitted effect of over 60% in size
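Readout is the number of GFP-expressing murine LDR cells, counted by cytometry following washing. Cells were treated with compound for 30 h at 37 C; the stably integrated CMV-GFP locus is normally silent.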
IMPase Li cell: cell-permeable IMPase inhibitors with lithium potentiation. CHO-M1 cells, IP1 TR-FRET (IP-One), carbachol + lithium. Potency, µM (top dose mostly 59.4 µM), inactives show top-dose activity, negative = IMPase inhibition, usual class: inhibitors. actives 0.35% (n = 210,000). AID 1457;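 further: IP1 builds up when IMPase is blocked and the TR-FRET signal falls; potency means the concentration at half of the fitted maximal effect; plate controls were basal vehicle for no effect and high inhibitor control for full effect; nearly all actives have a fitted effect of over 50% in size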
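Test compounds were applied to CHO-M1 cells previously cultured for 16–30 h at 2000 per well. A small lithium amount accompanied them; after 30 min at 37C, IP1 was quantified by TR-FRET.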
NPSR antag: antagonists of human neuropeptide S receptor cAMP signaling; Q6W5P4; CHO-NPSR cells, cAMP TR-FRET, antagonist mode; Potency, µM (highest dose often 38.3 µM), without a hit: at the top dose activity change, negative = inhibition, most hits filed as inhibitors; actives 1% (n = 220,000); AID 1461; further: potency means the concentration at half of the fitted maximal effect; on the % scale 0 is the no-effect control and ±100 the full control effect; nearly all actives have a fitted effect of over 50% in size; many of its hits are not listed in these tables
Target sequence (Q6W5P4 whole entry, looked up): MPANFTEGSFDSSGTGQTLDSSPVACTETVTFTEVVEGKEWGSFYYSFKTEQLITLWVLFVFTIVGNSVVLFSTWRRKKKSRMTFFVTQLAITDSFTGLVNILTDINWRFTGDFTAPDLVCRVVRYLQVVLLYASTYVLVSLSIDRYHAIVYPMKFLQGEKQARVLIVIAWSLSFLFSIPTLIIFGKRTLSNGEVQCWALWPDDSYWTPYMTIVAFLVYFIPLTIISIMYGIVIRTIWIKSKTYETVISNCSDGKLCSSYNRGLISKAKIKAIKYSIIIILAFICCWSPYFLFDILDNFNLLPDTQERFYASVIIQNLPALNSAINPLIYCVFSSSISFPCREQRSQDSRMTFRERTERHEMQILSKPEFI
KinaseGlo FLuc: Kinase-Glo luciferase inhibition (counter-screen); Kinase-Glo luciferase, ATP luminescence, 8 min; Potency, µM (doses to about 38.3 µM), inactives show at the top dose activity change, negative = inhibition, most hits filed as inhibitors; actives 0.28% (n = 200,000); Q27757; AID 1379; further: potency means the concentration at half of the fitted maximal effect; on the % scale 0 is the no-effect control and ±100 the full control effect; nearly all actives have a fitted effect of over 60% in size
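Compounds were added to a substrate mix at pH 7.2 (50 mM imidazole, 10 uM ATP, within the enzyme's linear range), followed by Kinase-Glo detection reagent; luminescence was measured after 8 minutes at ambient temperature.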
* marks the source's active call; other numbers are inactive results; ? = inconclusive; / = no result given; [ ] = another dose, or the depositor's remark. The call rests on the fitted dose curve; in most records, active means well fitted curve in the direction sought with a large enough effect; inconclusive means small, poorly fitted or top-dose-only effect, or another doubt; inactive means no such curve, though single readings can be large; an effect the other way counts as inactive or inconclusive.

SMILES	HTT aggregate	CBFb-RUNX1 inh	L3MBTL1 block	Epigenetic reg	IMPase Li cell	NPSR antag	KinaseGlo FLuc
Cc1ccc(S(=O)(=O)N2CCN(Cc3nc4ccccc4[nH]3)CC2)cc1C	2%[9.22 µM]	-4%	/	-3.0%	-2%[38.3 µM]	-16%[46.1 µM]	1%
CC(C)CC(=O)Nc1ccc(F)c(Cl)c1	-21%	10%	1%	0.8%	-29%[38.3 µM]	10%[46.1 µM]	4%
CC(C(=O)Nc1ccc(S(=O)(=O)N2CCOCC2)cc1)N1CCN(c2ccccn2)CC1 (stereo unspecified)	6%	2%	-1%	-1.6%	-3%	-1%	4%
Cc1cccc(-c2nnc3n2N=C(c2ccccc2)CS3)c1	-19%	2%	0%	1.1%	-5%[38.3 µM]	-27%[46.1 µM]	-4%
COc1ccccc1NC(=O)CSc1nnc(-c2ccoc2C)n1CC1CCCO1 (stereo unspecified)	1%	-2%	-3%	17%	-2%[38.3 µM]	-9%[46.1 µM]	-2%
COc1cc2nc(CN3CCN(S(=O)(=O)c4ccc(Cl)cc4)CC3)[nH]c(=O)c2cc1OC	19%	6%	-11%	1.3%	-2%	-15%	7%
CC(=O)OC1CC(C)N(C(=O)c2ccccc2)c2ccc(C)cc21 (stereo unspecified)	-14%	7%	/	1.0%	34%[activator][38.3 µM]	-13%[46.1 µM]	-4%
CCc1cccc(C)c1NC(=S)N(Cc1cccnc1)Cc1ccco1	-2%	-2%	4%	-3.2%	5%	13%	4%
CCCCNC(=O)N1CCN(c2ccccc2OC)CC1	9%[9.22 µM]	5%	0%	-0.6%	-2%	2%	-4%
O=[n+]1cc(-c2ccc(F)cc2)n([O-])c2c1CCC2	-21%	4%	-9%	0.0%	24%[38.3 µM]	-8%[46.1 µM]	-2%
CCOc1ccccc1N(C(C)=O)S(=O)(=O)c1ccc(Cl)cc1	-22%	1%	14%	18%	11%	-28%	-1%
COc1cc(S(=O)(=O)N2CCCCCC2)ccc1Cl	1%	6%	/	1.0%	27%[38.3 µM]	-10%[46.1 µM]	-2%
Cc1ccccc1N(CC(=O)N1CCN(c2ccccc2)CC1)S(C)(=O)=O	7%	-2%	/	-0.7%	21%[38.3 µM]	-2%[46.1 µM]	2%
Cc1nc2c(cnn2-c2ccccc2)c(=O)[nH]1	-2%[9.22 µM]	-1%	8%	1.1%	-8%	-10%	/
Cc1ccc2[nH]c(O)c(N=O)c2c1	7%[9.22 µM]	11%	?	0.0%	/	19%	/
COc1ccc(C2=CC(=O)CC(c3ccccc3)C2)cc1 (stereo unspecified)	19%[9.22 µM]	8%	2%	-1.3%	6%	-28%	0%
COCCNC(=S)Nc1ccc(S(=O)(=O)Nc2cnc3ccccc3n2)cc1	-9%	7%	0%	-1.6%	17%	3%	4%
O=C(CSc1nnc(COc2ccc(Cl)cc2)n1Cc1ccco1)c1ccccc1F	-2%	2%	-8%	-0.3%	12%[38.3 µM]	?	-2%
COc1ccc(C2SCCN2C(=S)Nc2cccc(Cl)c2)cc1 (stereo unspecified)	?	17%	5%	7.5%	11%	-33%	-2%
CC(C)c1nnc(NC(=O)c2ccc(N3C(=O)CCC3=O)cc2)s1	-4%	2%	8%	-1.0%	0%	5%	3%
CCc1nnc(NC(=O)CSc2nnc(Cc3cc(=O)[nH]c(=O)[nH]3)n2-c2cccc(OC)c2)s1	8%	3%	/	1.8%	2%	27%	2%
CC(Oc1ccccc1)C(=O)NC1C(=O)N2C(C(=O)O)C(C)(C)S[C@@H]12 (stereo partly specified)	/	/	/	0.0%	-10%	/	-3%
O=C(O)c1ccc2c3c1cccc3c(=O)n1c3ccccc3nc21	/	12%	/	0.3%	5%	/	1%
Cc1csc(NC(=O)Cc2c[nH]c3ccccc23)n1	11%	-1%	-3%	-2.0%	-3%[38.3 µM]	-9%[46.1 µM]	-1%
COc1ccc(/C=C/C(=O)NC(=S)Nc2ccc(C(=O)O)cc2)cc1	?	-13%	6%	-1.0%	0%	-29%	2%
C=CCNC(=O)c1ccc2c3n(nc2c1)-c1ccc(C)cc1CO3	22%[9.22 µM]	2%	/	-0.2%	/	8%	/
Cc1ccc(-c2nnc(OCc3cccnc3)c3ccccc23)cc1	-23%[9.22 µM]	2%	-10%	-1.0%	14%	?	2%
COCCN1C(=O)c2ccccc2C(C(=O)NCC2CCCO2)C1c1c[nH]c2ccccc12 (stereo unspecified)	-19%	0%	0%	0.4%	4%[38.3 µM]	19%[7.67 µM]	1%
Cc1cc(CNC(=S)Nc2ccc(Br)cc2Cl)nn1C	7%	23%	-7%	-2.1%	8%	2%	-1%
CC(C)c1ccc(N2C(=O)CC(NNC(=O)c3cccnc3)C2=O)cc1 (stereo unspecified)	-2%[9.22 µM]	3%	-6%	0.0%	/	9%	/
COc1ccc(N(C(=O)CNC(=O)c2cccs2)C(C(=O)NCC2CCCO2)c2ccc(OC)c(OC)c2)cc1 (stereo unspecified)	/	5%	1%	0.0%	6%	-2%	-3%
COc1ccc(CCNC(=O)CS(=O)(=O)c2cn(CC(=O)N3CCOCC3)c3ccccc23)cc1OC	-4%	-3%	/	-0.8%	-9%	3%	3%
Cc1ccccc1-c1n[nH]c(=S)n1/N=C/c1ccc(-c2ccccc2Br)o1	27%	1%	-28%	-1.1%	?	-24%	3%
Cc1cc(C(=O)Nc2ccc(N3CCOCC3)c(Cl)c2)c(C)o1	3%[9.22 µM]	4%	-6%	0.0%	/	4%	/
CN(C)S(=O)(=O)c1ccc(C(=O)Nc2cc(=O)n(C)c(=O)n2C)cc1	-14%	2%	7%	2.3%	2%	11%	-1%
COc1cccc(/C=C(/C(=O)OCC(=O)NCC2CCCO2)c2ccccc2)c1 (stereo unspecified)	-15%	8%	-17%	-1.1%	11%	-4%	1%
Fc1cccc(-c2oncc2-c2nnnn2-c2ccc(Cl)cc2)c1	0%	2%	54%[activator]	1.0%	9%	-15%[46.1 µM]	2%
COc1cccc(-c2nnc(SCc3nc4ccccc4s3)n2C)c1	-3%	-3%	/	0.1%	29%[38.3 µM]	-7%[46.1 µM]	-1%
O=c1cc(-c2ccccc2)nc(/C=C/c2ccccc2)[nH]1	8%[9.22 µM]	4%	2%	1.2%	/	7%	/
COc1ccccc1NC(=S)NC(NC(=O)C(C)C)C(Cl)(Cl)Cl (stereo unspecified)	2%[9.22 µM]	-7%	18%	-11%	7%	-6%	1%

Arranged by molecular weight (lowest first): some entries from above.
SMILES	HTT aggregate	CBFb-RUNX1 inh	L3MBTL1 block	Epigenetic reg	IMPase Li cell	NPSR antag	KinaseGlo FLuc
Cc1csc(NC(=O)Cc2c[nH]c3ccccc23)n1	11%	-1%	-3%	-2.0%	-3%[38.3 µM]	-9%[46.1 µM]	-1%
CCCCNC(=O)N1CCN(c2ccccc2OC)CC1	9%[9.22 µM]	5%	0%	-0.6%	-2%	2%	-4%
Cc1cccc(-c2nnc3n2N=C(c2ccccc2)CS3)c1	-19%	2%	0%	1.1%	-5%[38.3 µM]	-27%[46.1 µM]	-4%
Cc1cc(C(=O)Nc2ccc(N3CCOCC3)c(Cl)c2)c(C)o1	3%[9.22 µM]	4%	-6%	0.0%	/	4%	/
CC(C)c1ccc(N2C(=O)CC(NNC(=O)c3cccnc3)C2=O)cc1 (stereo unspecified)	-2%[9.22 µM]	3%	-6%	0.0%	/	9%	/
COc1ccc(/C=C/C(=O)NC(=S)Nc2ccc(C(=O)O)cc2)cc1	?	-13%	6%	-1.0%	0%	-29%	2%
CCc1cccc(C)c1NC(=S)N(Cc1cccnc1)Cc1ccco1	-2%	-2%	4%	-3.2%	5%	13%	4%
Cc1cc(CNC(=S)Nc2ccc(Br)cc2Cl)nn1C	7%	23%	-7%	-2.1%	8%	2%	-1%
COc1ccccc1NC(=O)CSc1nnc(-c2ccoc2C)n1CC1CCCO1 (stereo unspecified)	1%	-2%	-3%	17%	-2%[38.3 µM]	-9%[46.1 µM]	-2%
COc1ccc(CCNC(=O)CS(=O)(=O)c2cn(CC(=O)N3CCOCC3)c3ccccc23)cc1OC	-4%	-3%	/	-0.8%	-9%	3%	3%

Continued.
SMILES	HTT aggregate	CBFb-RUNX1 inh	L3MBTL1 block	Epigenetic reg	IMPase Li cell	NPSR antag	KinaseGlo FLuc
Cc1ccc(S(=O)(=O)N2C(=O)CCC2C(=O)NCc2ccco2)cc1 (stereo unspecified)	-1%	8%	-17%	-1.1%	14%[38.3 µM]	-6%[46.1 µM]	-2%
CN(CC(=O)N1CCN(C2CCCCC2)CC1)S(=O)(=O)c1cccc2nsnc12	-7%	4%	1%	-1.1%	8%[38.3 µM]	-11%[46.1 µM]	-2%
Nc1nc(NCCCN2CCOCC2)nc(Nc2cccc(F)c2)c1[N+](=O)[O-]	41%[9.22 µM]	7%	-26%	-0.4%	/	32%	/
CCCc1nc2ccccc2[nH]1	-13%	0%	/	0.0%	29%[38.3 µM]	2%[46.1 µM]	19%
COc1ccc2oc(C)c(C(=O)NN)c2c1	1%	-7%	/	0.1%	38%[activator][38.3 µM]	-12%[46.1 µM]	-1%
COc1ccc(N2CCN(C(c3ccccc3OC)c3nnnn3C3CCCC3)CC2)cc1 (stereo unspecified)	-21%	-25%	-25%	0.0%	17%[38.3 µM]	?	2%
COc1ccc(OC)c(NS(=O)(=O)c2cc(OC)ccc2OC)c1	4%	3%	/	0.0%	25%[38.3 µM]	-17%[46.1 µM]	3%
CCOc1ccc(Nc2cc(=O)oc3ccccc23)cc1	?	-4%	-3%	-1.1%	-12%[38.3 µM]	-14%[46.1 µM]	-5%
Cc1cc(C)cc(OCC(=O)NC2=NCCS2)c1	13%	5%	8%	0.0%	-5%[38.3 µM]	-3%[46.1 µM]	5%
Cc1nc2c(-c3ccc(Cl)cc3)c(C)[nH]n2c(=O)c1Cc1ccccc1	10µM*	-19%	/	-0.2%	9%	-43%	/
COc1ccccc1-n1c(-c2cc(-c3ccco3)[nH]n2)n[nH]c1=S	3%[9.22 µM]	0%	/	-1.1%	/	-7%	/
COc1ccccc1/C=C/C(=C1/C(=O)N(c2ccccc2)N=C1C)c1ccc(C)cc1	1%	-9%	-10%	0.0%	-1%	-11%	-2%
O=c1c2c3c(sc2nc2sc(CN4CCOCC4)cn12)CCCC3	-4%	29%	-16%	0.0%	17%[38.3 µM]	14%[46.1 µM]	-4%
COc1ccccc1N(CC(=O)NCc1cccnc1)S(C)(=O)=O	1%	6%	3%	-1.0%	/	0%[46.1 µM]	3%
O=C1NC(c2cccs2)C(C(=O)c2ccccc2)C(O)(C(F)(F)F)N1 (stereo unspecified)	13%	1%	?	-3.9%	8%[38.3 µM]	1%[46.1 µM]	2%

Not all compounds are listed. The share of hits here may be higher or lower than overall.
